# Compound activity as filed in PubChem BioAssay.
# GAA850 FXN act = frataxin GAA850 promoter activation | HEK293 lucGAA850 FXN promoter luciferase reporter, 24 h; percent of 10 µM SAHA response | activation, % at 6 µM | actives 0.56% (n = 360,000);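 active = activation above the average of all compounds screened plus 3 SD, cutoff fixed separately per campaign, cut at about 7.5% in these data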;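 note: 0% = DMSO wells and 100% = 10 µM SAHA wells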
# KLK7 zymogen act = proKLK7 (human) activation, primary screen. activation, % at 7 µM. AID 652039. P49862. actives 0.9% (n = 370,000). purified proKLK7, EDANS-DABCYL substrate fluorescence; 100% is mature enzyme control, 0% vehicle;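 active = activation above the mean of all tested compounds plus 3 SD, computed per campaign excluding outliers beyond control limits, cut at about 13% in these data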
# Target sequence (P49862 whole entry, looked up): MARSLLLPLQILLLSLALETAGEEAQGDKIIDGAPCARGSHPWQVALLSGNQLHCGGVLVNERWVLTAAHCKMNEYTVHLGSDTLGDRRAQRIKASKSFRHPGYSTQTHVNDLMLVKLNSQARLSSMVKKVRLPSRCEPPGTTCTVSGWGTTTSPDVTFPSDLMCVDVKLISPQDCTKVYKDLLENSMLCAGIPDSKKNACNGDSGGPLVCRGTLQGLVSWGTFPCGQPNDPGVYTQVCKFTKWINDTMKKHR
# rCAG RNA binder = molecules binding r(CAG) RNA repeats; actives 1.3% (n = 370,000); inhibition, % at 3 µM; AID 651821; r(CAG) RNA repeat, TO-PRO-1 dye displacement fluorescence;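 active = inhibition above the plate cutoff, the mean of all test compounds on that plate plus 3 SD, cut at about 35% in these data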;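 note: 0% = DMSO alone and 100% = 100 µM mitoxantrone as full dye displacement; higher means more dye released from RNA so lower well fluorescence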
# sPLA2-III inh = Blocks human group III sPLA2 activity | QFRET BODIPY PC-A2 liposome hydrolysis, fluorescence | inhibition, % at 12.2 µM | actives 0.56% (n = 370,000) | AID 743126;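 active = inhibition above mean plus 3 SD of compounds lying within the high and low control bounds, cut at about 19% in these data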;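 note: 0% = median of test compound wells and 100% = no enzyme DMSO wells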
# NPR1 activator = GC-A (human) enzyme activation | P16066 | HEK293 GC-A cells, cGMP TR-FRET, EC30 ANP; 0% at EC30 ANP, 100% saturating ANP | AID 1671463 | activation, % at 10 µM | actives 0.14% (n = 370,000); in the data active = activation above about 40%
# DDE Tn6 FP inh = inhibitors of Tn6 peptide binding to human fibrin DD(E); actives 0.21% (n = 370,000); Fibrin DD(E) TRITC-Tn6 fluorescence polarization displacement; AID 720509; inhibition, % at 8.3 µM; P02675;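 active = inhibition above a per-campaign cutoff: mean of compounds within control limits plus 3 SD, cut at about 15% in these data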;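 note: 0% = median of all compound wells on the plate and 100% = blocking peptide control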
# NPR2 activator = GC-B (human) receptor activation. P20594. HEK293-GC-B cells, CNP EC30, cGMP TR-FRET; 0% at EC30 CNP, 100% saturating CNP. activation, % at 10 µM. actives 0.11% (n = 370,000);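 active = activation at 10 µM reaching about 35% in either raw or pattern-adjusted values, limit read from the data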
# ARFGAP1 inhibitor = inhibitors of rat ARFGAP1. inhibition, % at 16.5 µM. Q62848. actives 0.26% (n = 360,000). Arfgap1-stimulated ARF1 GTP hydrolysis, GDP FP detection;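 active = inhibition above a per-plate limit, mean inhibition of low control wells plus 3 SD, cut at about 25% in these data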;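 note: 0% = DMSO wells with enzyme and 100% = wells lacking Arfgap1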
# Target sequence (Q62848 1-136 limits assumed): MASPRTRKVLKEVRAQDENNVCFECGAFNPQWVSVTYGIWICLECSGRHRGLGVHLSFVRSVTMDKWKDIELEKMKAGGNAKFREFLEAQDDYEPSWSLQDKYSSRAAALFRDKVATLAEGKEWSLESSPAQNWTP
#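 Material – truncated rat Arfgap1 GAP domain · Buffer or medium – HEPES-based buffer, pH 7.5 · Reagent – human ARF1(Δ1-17)-GTP substrate · Dosing – 16.5 µM single point, 1.26% DMSO · Schedule – GTP hydrolysis reaction 2 h at 25 °C · Technique – GDP detection by fluorescence polarization · Benchmarks – No-Arfgap1 wells (100%) versus DMSO full-reaction wells (0%) · Repeats – single replicate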
# ADAM10 inh = ADAM10 inhibition, QFRET primary screen. O14672. AID 720582. actives 0.62% (n = 370,000). recombinant ADAM10, EDANS/DABCYL FRET peptide cleavage, 3 h. inhibition, % at 7 µM;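 active = inhibition above a per-campaign cutoff equal to the mean of compounds falling between control-based bounds plus 3 SD, cut at about 20% in these data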;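 note: 0% = DMSO wells while the 100% control is not disclosed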
# ASAP1 GAP inh = blocks human ASAP1-stimulated Arf1 GTP hydrolysis; Q9ULH1; GDP FP detection; inhibition, % at 16.5 µM; actives 0.19% (n = 360,000); AID 624377; in the data active = inhibition above about 25%;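 note: 0% = vehicle with enzyme and substrate and 100% = no enzyme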
# Target sequence (Q9ULH1 325-724 limits assumed): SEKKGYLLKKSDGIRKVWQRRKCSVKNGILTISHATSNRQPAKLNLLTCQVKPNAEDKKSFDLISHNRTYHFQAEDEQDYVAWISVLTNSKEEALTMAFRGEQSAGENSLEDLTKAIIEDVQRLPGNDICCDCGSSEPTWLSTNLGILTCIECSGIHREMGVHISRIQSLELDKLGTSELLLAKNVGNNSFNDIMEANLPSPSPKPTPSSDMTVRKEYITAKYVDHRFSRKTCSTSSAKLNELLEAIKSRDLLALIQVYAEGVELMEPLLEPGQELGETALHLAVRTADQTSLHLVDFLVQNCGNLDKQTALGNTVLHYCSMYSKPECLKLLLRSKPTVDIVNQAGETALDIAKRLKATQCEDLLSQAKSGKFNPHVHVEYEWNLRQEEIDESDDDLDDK
# Numbers without * were called inactive; i = inactive; . = no result given. Outcome played no part in choosing rows; about 4.5% have a hit in one of these screens.
SMILES,GAA850 FXN act,KLK7 zymogen act,rCAG RNA binder,sPLA2-III inh,NPR1 activator,DDE Tn6 FP inh,NPR2 activator,ARFGAP1 inhibitor,ADAM10 inh,ASAP1 GAP inh
Cc1cc(C)nc(SCc2ccc(C(=O)N/N=C/c3ccncc3)cc2)n1,2.6,0.9,1.5,-3.2,-3.5,-1.8,-0.1,9.1,-4.8,-9.1
O=C/C=C/c1c(-c2ccccc2)cc2oc3ccccc3cc1-2,1.2,2.1,29.4,12.7,-17.4,-16.7,-4.4,6.6,-13.7,-11.6
CCn1c(Cc2ccccc2)nnc1SCC(=O)N1CCCC1=O,-0.2,0.1,-5.3,6.5,-2.2,-7.3,0.7,13.3,-12.5,3.4
Cc1c(Nc2cc(N3CCCC(C)C3)c3nonc3c2[N+](=O)[O-])c(=O)n(-c2ccccc2)n1C (stereo not given),1.0,-0.1,-2.5,10.9,4.0,-4.0,1.3,2.5,-3.7,17.9
CCOC(=O)c1ccc(S(=O)(=O)N2CCN(CC(O)COc3cccc(C(C)=O)c3)CC2)cc1 (stereo not given),-2.3,0.1,-7.0,-8.6,-0.9,5.7,-0.1,4.2,-0.1,7.7
CCc1c(C)nc2cc(-c3ccc(OC)c(OC)c3)nn2c1N1CCCC1,4.6,-1.9,-7.5,-1.5,-3.6,-4.4,-6.5,18.9,-5.5,4.8
CCc1c(C2(O)CCCCC2)[nH]c2cnccc12,1.8,70.0*,14.2,-21.1,-6.7,12.5,-5.4,12.4,i,-1.9
Cn1c(N)c(C(=O)CSc2nnc(C3CC3)n2N)c(=O)n(C)c1=O,0.8,-0.4,1.1,0.3,6.4,-3.0,-1.1,10.1,1.6,9.3
CCOc1cc2nc3c4ccccc4n(C)c3nc2cc1OCC,2.3,-14.6,3.2,-1.3,2.5,-5.8,-13.1,-2.4,-28.2,7.9
CC(NC(=O)c1ccc(CS(C)(=O)=O)cc1)C1CC2CCC1C2 (stereo not given),1.8,0.3,6.3,10.5,2.4,-4.0,-0.2,6.1,-7.2,6.3
CC(=O)N1CCc2cc(S(=O)(=O)C(C)CC(=O)NCc3ccc(C)o3)ccc21 (stereo not given),0.2,-0.4,-0.2,0.6,-4.9,5.4,-1.4,-7.0,-1.1,-1.5
CCCCn1c(CCC(=O)O)ccc1-c1cccs1,0.9,3.8,18.1,-8.8,-6.3,4.6,-14.5,-7.1,-221.3,-14.2
CC(C)(C)/C(O)=C/c1nc2cc(Cl)ccc2oc1=O,3.2,0.8,-4.8,-1.7,0.2,-0.7,0.1,3.4,3.0,4.3
CN(C)CC/C=C1/c2cc(F)ccc2Sc2ccc(Cl)cc21,1.1,-0.7,7.0,-16.4,-20.7,-7.2,-21.8,8.6,0.5,-5.9
O=[N+]([O-])c1ccc2c(c1)nc1n2CCCCC1,1.1,0.3,-1.3,0.0,-2.4,1.6,4.4,-0.4,2.2,7.5
O=C(NNC(=O)C1[C@H]2CCCC[C@@H]12)Nc1cccc2ccccc12 (stereo not given in full),0.2,-2.2,2.7,-4.9,0.1,3.7,1.2,10.0,-22.4,-13.7
CCOC(=O)CSc1cc(C)nc2ccc(OC)cc12,-1.5,0.1,-1.1,7.2,-4.1,6.2,-0.1,7.9,-12.9,-12.4
Cc1ccc(-n2cc(CNCCCn3cccn3)c(-c3cccc(C)c3)n2)cc1,-1.4,-0.3,2.1,-11.9,-9.0,-1.6,-10.9,0.2,-2.2,-2.7
CCOC(=O)c1c(C)[nH]c(C(=O)CSc2nnnn2-c2ccc(C)cc2)c1C,0.3,-0.8,0.5,-9.0,3.5,4.9,1.0,1.4,4.1,10.0
O=C(OCC#CCSc1nnc(-c2cccc3ccccc23)o1)c1cccc(F)c1,.,.,.,0.9,-1.9,-4.0,-1.6,.,-2.9,.
COCCn1c(CN(C)Cc2ccccc2)nc2c1c(=O)n(C)c(=O)n2C,0.1,0.0,-1.6,2.1,3.4,3.9,1.9,14.8,-4.6,-0.4
COC(=O)C1=C(Nc2ccc(C)cc2)C=C(C)C(C(=O)OC)C1c1ccc(OC)cc1 (stereo not given),-2.5,-5.8,-0.1,-2.6,-0.2,2.7,0.9,-4.3,-7.5,-6.7
COc1ccc(C(=O)OCc2ccc(C)cc2)cc1S(=O)(=O)N1CCOCC1,0.9,0.5,0.8,-6.7,-0.2,3.1,3.3,2.2,10.1,-1.2
O=S(=O)(c1ccccc1)N1CCN(C(=S)Nc2ccc(F)cc2)CC1,0.3,-0.7,2.8,1.9,-1.3,1.3,1.8,-7.4,6.6,-9.3
Oc1[nH]c2ccccc2c1N=Nc1c(F)c(F)c(C(F)(F)F)c(F)c1F,1.3,0.1,3.6,-2.0,6.4,1.9,0.6,3.8,-2.2,-3.2
O=C(c1ccc(C(=O)N2CCN(c3ccccc3F)CC2)nc1)N1CCN(c2ccccc2F)CC1,-0.7,0.3,-2.4,2.4,3.2,3.9,-0.4,2.6,1.5,15.0
Cc1cccc(C)c1NC(=S)/N=C/N(C)C,1.9,-0.4,0.1,1.2,0.9,-1.5,0.7,-1.4,-7.1,-2.7
CC(C)N(Cc1nc(-c2ccccc2)no1)C(=O)c1ccc([N+](=O)[O-])cc1,1.8,0.2,-7.1,0.2,0.0,4.0,4.5,9.2,5.5,2.0
Cc1nc2ccc(N)cc2s1,-2.1,0.0,2.2,4.0,-2.5,15.3*,-14.2,0.0,-2.6,3.4
Cc1ccccc1OCC(=O)NN1Cc2ccccc2C1=N,1.9,0.5,-0.8,4.9,0.5,1.1,5.5,-0.9,5.0,0.9
N#Cc1ccccc1OCC(=O)NNC(=O)CNC(=O)c1cccc(Br)c1,2.8,0.9,1.7,-16.2,2.7,5.6,-0.8,-6.5,6.9,-0.8
CCOc1ccc(S(=O)(=O)NCCC(=O)OCN2C(=O)c3ccccc3C2=O)cc1,-0.8,0.1,-0.4,-1.3,-3.7,-1.5,6.7,11.3,-5.2,1.4
C=CCN1C(=O)/C(=C\c2ccc(Cl)cc2)N=C1SCC(=O)NCCC,-0.1,0.8,-0.2,-2.0,-3.6,2.3,-8.4,4.3,-1.9,-3.2
CC(C)(C)N(Cc1cn(Cc2ccccc2)nn1)S(=O)(=O)c1ccc(N2CCCC2)cc1Br,.,-0.4,11.5,5.6,0.4,-9.7,2.0,.,4.0,.
CC(C)C(=O)Nc1nnc(SCC(=O)Nc2ccc3c(c2)OCO3)s1,0.4,-2.8,3.7,6.0,-2.3,-0.5,0.1,-0.7,10.7,4.3
CC(C)[C@H](NS(=O)(=O)c1ccccc1)C(=O)OCC(=O)NC(=O)c1cccn1C,0.0,-0.3,9.0,-4.2,7.7,-3.2,-4.7,11.8,-7.5,6.5
CCOC(=O)[C@]12CCC=C1N(Cc1ccc3c(c1)OCO3)C(=O)[C@H](CC(=O)NCCC(C)C)C2,.,-0.1,-1.5,-5.9,-2.7,-8.2,7.3,-2.5,2.5,12.7
CSCC[C@H](NC(=O)Cc1c(C)c2cc3c4c(oc3cc2oc1=O)CCCC4)C(=O)O,0.6,-3.5,32.4,-2.6,7.4,-3.7,-0.3,5.1,-92.6,11.4
Cc1ccnc(N2CCC(C(=O)NCc3ccccc3F)CC2)n1,1.4,0.3,-1.8,1.3,-2.3,-1.3,1.3,-6.3,-39.9,7.8
COc1cc(-c2c(C#N)c(=O)[nH]c3c2c(C)nn3-c2ccccc2)ccc1O,-1.2,4.7,35.5*,-35.7,0.4,8.1,1.2,1.7,-88.4,10.6

# Reprinted from the results shown for reference:
SMILES,GAA850 FXN act,KLK7 zymogen act,rCAG RNA binder,sPLA2-III inh,NPR1 activator,DDE Tn6 FP inh,NPR2 activator,ARFGAP1 inhibitor,ADAM10 inh,ASAP1 GAP inh
COCCn1c(CN(C)Cc2ccccc2)nc2c1c(=O)n(C)c(=O)n2C,0.1,0.0,-1.6,2.1,3.4,3.9,1.9,14.8,-4.6,-0.4
COC(=O)C1=C(Nc2ccc(C)cc2)C=C(C)C(C(=O)OC)C1c1ccc(OC)cc1 (stereo not given),-2.5,-5.8,-0.1,-2.6,-0.2,2.7,0.9,-4.3,-7.5,-6.7
COc1ccc(C(=O)OCc2ccc(C)cc2)cc1S(=O)(=O)N1CCOCC1,0.9,0.5,0.8,-6.7,-0.2,3.1,3.3,2.2,10.1,-1.2
O=S(=O)(c1ccccc1)N1CCN(C(=S)Nc2ccc(F)cc2)CC1,0.3,-0.7,2.8,1.9,-1.3,1.3,1.8,-7.4,6.6,-9.3

# Following part
SMILES,GAA850 FXN act,KLK7 zymogen act,rCAG RNA binder,sPLA2-III inh,NPR1 activator,DDE Tn6 FP inh,NPR2 activator,ARFGAP1 inhibitor,ADAM10 inh,ASAP1 GAP inh
S=C(NCCN1CCOCC1)N/N=C/c1ccccc1,0.4,-0.1,-2.6,5.4,-0.1,1.0,-2.1,-6.6,-7.3,-7.0
Cc1cccc(C)c1NC(=O)C1c2ccccc2OCC(=O)N1Cc1ccccc1 (stereo not given),.,-0.1,1.5,3.4,-2.4,6.6,-2.0,2.6,3.4,12.7
CC(=O)c1cccc(N(CC(=O)NC2CCCCC2)C(=O)c2csnn2)c1,-1.0,-0.5,-0.5,-0.5,1.8,2.4,6.0,-0.5,-2.4,6.0
CC1=NC(=O)C(N=Nc2cccc(O)c2)N1c1ccccc1 (stereo not given),0.7,-0.4,9.4,-12.3,0.4,2.7,-6.9,4.7,2.6,-1.0
Cn1c(=O)c2c(nc(NCCc3ccccc3)n2CC(=O)NCCc2ccccc2)n(C)c1=O,-0.9,0.4,-2.0,-2.7,0.3,0.7,-17.9,-10.1,-0.2,-1.6
O=c1c2cc(Cl)ccc2oc2nc3n(c(=O)c12)CCCS3,-1.7,-0.4,13.8,4.8,2.9,-0.2,0.8,-5.6,-96.1,7.4
COCCNC(=O)C1(C)CCCN(Cc2cc(C)ccc2C)C1 (stereo not given),-2.5,-0.1,-0.5,-0.8,-0.9,-4.5,-8.0,-2.0,-14.5,-9.7
CN(Cc1ccccc1)S(=O)(=O)c1ccc2[nH]c(=O)oc2c1,-0.2,-0.2,2.3,-4.0,2.5,-0.1,-1.0,-0.6,-8.0,4.5
COc1cc(Cc2cc(OC)c(O)c(OC)c2)cc(OC)c1O,-1.2,0.4,1.5,-7.9,1.2,4.2,7.3,-4.0,-2.9,4.8
COc1ccc(/C=C/c2ccc3cccc(O)c3n2)c(OC)c1OC,8.9*,0.9,5.6,-5.5,2.3,-8.1,-9.1,1.3,-7.5,10.6
Cc1cc(C)c(C(=O)NCC2CCCO2)c(C)c1C(=O)NCC1CCCO1 (stereo not given),0.8,0.1,-2.4,-2.5,-0.8,-1.9,7.2,-18.8,-4.1,-0.4
CC(C)n1nccc1N(Cc1ccc(Br)cc1)S(=O)(=O)c1ccccc1,-0.4,0.1,8.6,7.7,-12.7,1.6,-6.8,4.2,14.8,-7.2
O=C(Nc1ccc2c(c1)CCC2)Nc1ccc(F)cc1F,4.5,0.5,1.3,3.1,4.3,3.3,-1.1,1.0,-6.6,-4.1
CCN(Cc1ccccc1)C(=O)c1ccccc1C,-1.0,-1.0,-3.1,9.2,-6.4,-6.8,-1.3,0.1,3.3,2.0
O=C(N/N=C/c1c[nH]c2ccccc12)c1cccc([N+](=O)[O-])c1,2.8,-0.1,0.9,3.8,-0.1,-0.4,-2.5,11.7,0.2,10.8
